mABHD4 FP = ABHD4 inhibitors, primary screen, biochemical, fluorescence polarization, mouse; (Lyso)-N-acylphosphatidylethanolamine lipase (Mus musculus), Q8VD66; purified mABHD4, FP-Rh probe fluorescence polarization; inhibition, % at 8.92 µM; 0.54% of 370,000 active; AID 720543, 2013;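 active = inhibition exceeding the mean over every tested compound plus 3 SD, cut at about 30% in these data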;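 note: 0% = plate median of compound wells and 100% = S159A mutant with DMSO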
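System: mouse ABHD4 enzyme, wild type / Medium: HEPES pH 7.0, NaCl, Pluronic buffer / Reagent: FP-Rh activity-based fluorescent probe / Control set: S159A mutant high control, sample median low control / Detection: fluorescence polarization with parallel and perpendicular emission, 525/598 nm / Schedule: 45 min + 60 min at 25 °C / Compound dosing: 8.92 µM, single dose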
PRMT1 inh = PRMT1 methyltransferase inhibitors, primary screen, biochemical, fluorescence polarization; Protein arginine N-methyltransferase 1 (Homo sapiens), Q99873; recombinant PRMT1, activity-based probe fluorescence polarization; inhibition, % at 2.79 µM; 1.3% of 370,000 active; AID 652257, 2013;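 active = inhibition above about 21% made by adding two undisclosed values, limit read from the data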
MBD2 inh = inhibitors of MBD2 binding to methylated DNA, primary screen, biochemical, TR-FRET, DNA-binding domain, human | 0.31% of 370,000 active | AID 686964, 2013 | MBD2 binding to methylated oligonucleotide | inhibition, % at 4.4 µM; in the data active = inhibition above about 13%
LEDGF integ inh = blockers of LEDGF/p75-dependent integrase strand transfer – biochemical, TR-FRET, high throughput, primary screen; 0.64% of 370,000 active; HIV-1 integrase (with human LEDGF/p75); AID 743269, 2014; TR-FRET IN-LEDGF/p75 DNA integration, Eu/Cy5; inhibition, % at 3.7 µM;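 active = inhibition above the screen-wide mean plus 3 SD, cut at about 13% in these data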;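 note: signal is the Cy5 over europium emission ratio at 671 and 618 nm; 0% = plate median of compound wells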
SIAE inh = human SIAE inhibitors, primary screen, biochemical, fluorescence polarization, FP-Rh probe, 1536-well HTS; Sialate O-acetylesterase (Homo sapiens), Q9HAT2; SIAE FP-Rh probe binding; inhibition, % at 9.66 µM; 0.69% of 370,000 active; AID 1053197, 2014;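 active = inhibition above a cutoff: mean of compounds within the control limits plus 3 SD of those, cut at about 17% in these data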;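 note: 0% = plate median of compound wells and 100% = probe without SIAE protein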
Target sequence (Q9HAT2 whole entry, looked up): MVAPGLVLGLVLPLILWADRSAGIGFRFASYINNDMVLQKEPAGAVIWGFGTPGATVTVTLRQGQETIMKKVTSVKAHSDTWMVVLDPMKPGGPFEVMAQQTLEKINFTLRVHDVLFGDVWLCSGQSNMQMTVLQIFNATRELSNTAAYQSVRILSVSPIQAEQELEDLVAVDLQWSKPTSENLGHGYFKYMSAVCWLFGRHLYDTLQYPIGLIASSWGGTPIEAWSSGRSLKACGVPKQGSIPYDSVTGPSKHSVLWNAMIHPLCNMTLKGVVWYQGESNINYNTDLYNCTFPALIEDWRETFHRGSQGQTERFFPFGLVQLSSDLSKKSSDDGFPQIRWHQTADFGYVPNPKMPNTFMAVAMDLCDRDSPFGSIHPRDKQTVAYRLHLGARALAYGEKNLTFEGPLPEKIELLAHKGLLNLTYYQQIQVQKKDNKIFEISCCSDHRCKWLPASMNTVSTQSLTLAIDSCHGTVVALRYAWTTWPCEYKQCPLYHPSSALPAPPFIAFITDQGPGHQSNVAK
HTRA1 inh = HTRA1 serine protease inhibitors, primary screen, biochemical, fluorescence polarization, HTS. inhibition, % at 5.96 µM. 0.5% of 340,000 active. recombinant HTRA1, FP-rhodamine activity-based probe. Q92743. AID 504803, 2011; in the data active = inhibition above about 36%;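 note: 0% = enzyme with DMSO and 100% = wells lacking enzyme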
TDP2 absorb = human TDP2 enzyme inhibitors, primary screen, biochemical, epi absorbance, recombinant enzyme; 0.34% of 370,000 active; T5PNP hydrolysis, p-nitrophenol absorbance 415 nm; inhibition, % at 12.8 µM; Tyrosyl-DNA phosphodiesterase 2 (Homo sapiens), O95551;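 active = inhibition above the mean of all tested compounds plus 3 SD, set per campaign, cut at about 25% in these data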;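 note: 0% = DMSO with enzyme and 100% = buffer with substrate but no TDP2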
Target sequence (O95551 whole entry, looked up): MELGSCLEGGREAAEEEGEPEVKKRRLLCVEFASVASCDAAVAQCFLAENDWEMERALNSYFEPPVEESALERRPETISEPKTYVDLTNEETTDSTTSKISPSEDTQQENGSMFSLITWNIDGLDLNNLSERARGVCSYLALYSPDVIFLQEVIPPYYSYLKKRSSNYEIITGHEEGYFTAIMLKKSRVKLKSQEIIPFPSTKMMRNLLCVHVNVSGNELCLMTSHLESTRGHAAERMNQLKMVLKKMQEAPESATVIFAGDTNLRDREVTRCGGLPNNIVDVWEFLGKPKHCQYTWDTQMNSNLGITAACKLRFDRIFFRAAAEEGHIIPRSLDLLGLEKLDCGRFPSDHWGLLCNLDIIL
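Evaluation: % inhibition relative to enzyme-containing and enzyme-free wells. Material: recombinant human TDP2. Benchmarks: enzyme-free and DMSO wells. Timing: enzyme reaction with compound for 2 h at 37 °C. Compound dosing: 12.8 µM only. Measured by: p-Nitrophenol epi absorbance. Reagent: T5PNP substrate at 5 mM, a TopII-DNA adduct mimic. Replication: single well per compound.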
GC-B act = human GC-B receptor activators, primary screen, HEK293 GC-B cells, cGMP TR-FRET, EC30 CNP. Atrial natriuretic peptide receptor 2 (Homo sapiens), P20594. 0% at EC30 CNP, 100% saturating CNP. activation, % at 10 µM. 0.11% of 370,000 active;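 active = activation at 10 µM reaching about 35% in either raw or pattern-adjusted values, limit read from the data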
rCAG binder = binders of r(CAG) RNA repeats, primary screen, biochemical, fluorescence; r(CAG) RNA repeat, TO-PRO-1 dye displacement fluorescence; inhibition, % at 3 µM; 1.3% of 370,000 active; AID 651821, 2012;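 active = inhibition above the plate cutoff, the mean of all test compounds on that plate plus 3 SD, cut at about 35% in these data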;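 note: 0% = DMSO alone and 100% = 100 µM mitoxantrone as full dye displacement; higher means more dye released from RNA so lower well fluorescence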
TCR CD3 inh = inhibitors of human TCR-CD3 interaction, primary screen, biochemical, fluorescence, TAMRA-labeled TCR probe | 0.37% of 360,000 active | inhibition, % at 9.4 µM | T-cell receptor (TCR) | AID 651800, 2012; in the data active = inhibition above about 19%;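 note: recombinant mutant TCR 2C K166C tagged with TAMRA read by polarization; 0% = receptor in buffer alone and 100% = receptor with positive control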
An asterisk follows results filed as active; · = not tested or not shown. Only part of the results is shown, so the mix of outcomes need not match the whole.

nr | Structure | mABHD4 FP | PRMT1 inh | MBD2 inh | LEDGF integ inh | SIAE inh | HTRA1 inh | TDP2 absorb | GC-B act | rCAG binder | TCR CD3 inh
1 | COc1ccc(-n2cc(C(=O)Nc3cc([N+](=O)[O-])ccc3OC)c3ccccc3c2=O)cc1 | 3 | -1 | 3 | 0 | -15 | 1 | 5 | -1 | 14 | -5
2 | CCOC(=O)Nc1ccc2c(CN3CCN(S(=O)(=O)c4ccccc4F)CC3)cc(=O)oc2c1 | -2 | 0 | -1 | -1 | -2 | -42 | 11 | -4 | 5 | 4
3 | O=C(COC(=O)c1ccccc1[N+](=O)[O-])NC(=O)c1ccccc1 | -12 | 9 | 9 | -4 | -1 | -2 | -10 | 1 | -2 | 1
4 | Cn1c(=O)c2c(O)c(Cc3ccccc3)c(=O)[nH]c2n(C)c1=O | 2 | 0 | -1 | 1 | -3 | 7 | -2 | -4 | 5 | 4
5 | Cc1cccc(NC(=O)C2C(c3ccccc3)C2(Cl)Cl)c1 (centres undefined) | -48 | 7 | 11 | 0 | -19 | -45 | -8 | -7 | 3 | 0
6 | O=C(N/C(=C/c1ccco1)C(=O)N1CCCCCC1)c1cccs1 | 10 | 7 | -2 | 4 | 0 | 1 | 1 | -5 | 1 | 5
7 | CCOc1cc(/C=C2\N=C(C)OC2=O)cc(Br)c1OCC(=O)OC | 4 | 1 | 0 | 3 | -2 | -7 | -9 | -12 | 8 | 5
8 | CCCOc1ccc(N2C(=O)CC(N3CCN(c4ccc([N+](=O)[O-])cc4)CC3)C2=O)cc1 (centres undefined) | 3 | 5 | -3 | 1 | 0 | -17 | -2 | 8 | 12 | 8
9 | C=CCN1[C@H](C#N)[C@@H](c2ccc(C#Cc3cccc(OC)c3)cc2)[C@H]1CO | 1 | 1 | 15* | -2 | 5 | · | 9 | 5 | 10 | ·
10 | O=C(COc1ccc(S(=O)(=O)NC2CCCC2)cc1)N1CCCCCC1 | -5 | 0 | -2 | 0 | 1 | 1 | -3 | 0 | -4 | -5
11 | CCN(CC)c1ncnc2c1ncn2[C@H]1CN(Cc2ccccc2)C[C@@H](COC(C)=O)O1 | -3 | 8 | 0 | -2 | 0 | · | -6 | 6 | 0 | -2
12 | Cc1cccc(NC(=O)Cn2nnc(C(=O)NCc3ccco3)c2N)c1 | -9 | 4 | 7 | 4 | -9 | -3 | 2 | -7 | 0 | -3
13 | C#CCOCCOCCOCCNc1nc(N2CCN(C(=O)[C@H]([C@@H](C)CC)n3cc(CCC(=O)O)nn3)CC2)nc(N2CCN(C(=O)[C@H](CCCCN)n3cc(CC(C)O)nn3)CC2)n1 (some centres undefined) | 4 | 1 | 4 | -2 | 1 | 8 | 7 | -1 | -10 | 5
14 | CN(C)S(=O)(=O)c1cc(NC(=O)CSc2ncc(C(F)(F)F)cc2Cl)ccc1Cl | -7 | -1 | 2 | 0 | -79 | -4 | -5 | 1 | 0 | 5
15 | O=C(CCCN1C(=O)/C(=C\c2cccc(Br)c2)SC1=S)Nc1cccnc1 | -21 | 1 | -3 | 4 | -41 | -12 | 6 | -5 | 1 | -1
16 | CCC(C(=O)NC(C)(C)C)n1c(-c2ccccc2)nc2ccccc21 (centres undefined) | 1 | -1 | 0 | 0 | 2 | · | -4 | -3 | 0 | -4
17 | Cc1ccc(S(=O)(=O)N(C)C)cc1NC(=O)c1cc(=O)[nH]c2ccccc12 | -4 | -2 | -5 | 1 | 2 | 1 | 23 | 3 | 6 | 1
18 | CCN(CC(=O)NC(=O)NCc1ccccc1)Cc1nc2ccccc2c(=O)[nH]1 | -10 | -1 | 0 | 6 | 1 | 3 | -13 | -3 | -4 | -1
19 | Cc1ccc(CN2C(=O)N/C(=C\c3ccc(N4CCOCC4)cc3)C2=O)cc1 | 4 | -3 | -7 | 2 | 10 | 0 | -7 | -6 | 3 | -1
20 | CN(c1nc2ccccc2n2c(-c3ccco3)nnc12)S(=O)(=O)c1ccccc1 | 0 | -2 | 0 | 0 | -5 | 9 | 3 | 6 | -1 | 8
21 | Cc1ccc(C)c(OCc2cc(C(=O)N(C)Cc3nccs3)no2)c1 | -5 | 4 | 2 | -3 | -11 | -13 | -10 | 3 | -3 | -3
22 | O=C(c1cc2ccccc2oc1=O)N1CCOCC1 | 5 | 3 | 3 | -3 | -2 | 0 | -12 | -4 | 0 | 4
23 | Cc1ccccc1OCC1Cn2c(nc3c2c(=O)n(C)c(=O)n3C)O1 (centres undefined) | -7 | 0 | -1 | 3 | -3 | 1 | -6 | -1 | -6 | -8
24 | CCOc1ccc2[nH]cc(S(=O)(=O)c3ccc(C)cc3)c(=O)c2c1 | -3 | -7 | -4 | 3 | 6 | 0 | -11 | -8 | 4 | 3
25 | O=C(COC(=O)c1cc(Cl)ccc1O)c1ccc2c(c1)OCO2 | 9 | -2 | 1 | 1 | 6 | -3 | 4 | -2 | -1 | 5
26 | O=C(CNC(=O)c1ccc(-c2ccccc2)cc1)Nc1ccc(S(=O)(=O)Nc2ncccn2)cc1 | -13 | -2 | -1 | 0 | -11 | -8 | 10 | -1 | 38* | 8
27 | COc1ccc(N(CC(=O)Nc2nc3ccc(C)cc3s2)S(=O)(=O)c2c(C)nn(C)c2C)cc1 | -20 | 7 | 4 | -1 | -25 | -40 | -1 | -9 | 9 | 3
28 | Nc1nnc(SCC(=O)Nc2ccc3c(c2)OCCO3)s1 | -1 | 2 | -6 | 2 | 4 | -2 | 8 | -1 | 2 | 5
29 | CCCCC(c1nnnn1Cc1ccco1)N1CCN(c2nc3ccccc3s2)CC1 (centres undefined) | -16 | 6 | -4 | -1 | -2 | -38 | -6 | 3 | 5 | 5
30 | COc1ccc(CC(=O)Nc2ccc(N3CCOCC3)cc2)cc1S(=O)(=O)N1CCOCC1 | 1 | 5 | 4 | 0 | 6 | 8 | 0 | 1 | -1 | -9
31 | CCCCCC(=O)Nc1ccc(S(=O)(=O)Nc2ccc(Cl)nn2)cc1 | -1 | 2 | 1 | -3 | 4 | 5 | 5 | -2 | 13 | 3
32 | CCOc1ccc(NC(=O)CN(C)C(=O)c2cc3c(s2)CCC3)cc1OCC | 3 | 5 | 17* | 16* | 8 | 7 | -1 | -6 | 30 | 6
33 | COc1ccc(N2CCN(CC(=O)Nc3ccc(C)cc3)CC2)cc1 | 5 | -2 | 5 | -5 | 1 | -2 | 6 | 5 | -9 | -6
34 | Cc1ccc(-n2[nH]c(C)c(/C=C3/C=Nc4ccccc43)c2=O)cc1C | 7 | 1 | -1 | 1 | 2 | 0 | -3 | -2 | 5 | 10
35 | CCCC1C(=O)N2C(N(C)C)=Nc3ccc(C)cc3N2C1=O (centres undefined) | 6 | 0 | -6 | 8 | 3 | 3 | -2 | 2 | 3 | 2
36 | CCCCC(=O)Nc1ccc(NC(=O)c2ccc3c(c2)OCO3)cc1OC | -3 | 1 | 5 | -3 | 2 | -5 | -1 | 3 | -3 | 0
37 | CCOC(=O)c1c(C)[nH]c(C(=O)COC(=O)CNC(=O)c2ccccc2Cl)c1C | -10 | -3 | 4 | 0 | -1 | -3 | 9 | 0 | -6 | -7
38 | COC(=O)[C@@H]1OC(=O)[C@H]2O[C@@]23[C@@]1(C)CC[C@@H]1[C@@]2(C)C=CC(=O)OC(C)(C)[C@@H]2CC(=O)[C@]13C | 8 | -1 | 1 | -1 | -4 | -2 | -8 | 4 | -4 | 8
39 | O=C(Cn1cc(S(=O)(=O)Cc2ccccc2F)c2ccccc21)N1CCOCC1 | -1 | -3 | -1 | 1 | -2 | 4 | 4 | 1 | 1 | 1
40 | Cc1ccc(S(=O)(=O)N(C)C)cc1NC(=O)C(C)N(C)Cc1sccc1C (centres undefined) | 2 | -1 | 1 | -1 | -1 | -15 | -1 | 1 | -3 | -1
41 | Cc1ccc2[nH]cc(CCCN3C(=O)c4ccccc4C3=O)c2c1 | -4 | 0 | 3 | 1 | 5 | -5 | -12 | -7 | 7 | -12
42 | COc1ccc(CNc2ncnc3sccc23)cc1 | 6 | 1 | 1 | -2 | 0 | -1 | -1 | 4 | 1 | 0
43 | CCCCc1cc(=O)oc2c(C)c(OCc3nn[nH]n3)ccc12 | 6 | -1 | -3 | -2 | -5 | 0 | 13 | -3 | 13 | 0
44 | CCCc1ccc(C(=O)N2CCN(c3ccccc3OCC)CC2)cc1 | 5 | -1 | -2 | -3 | -2 | -5 | -10 | 8 | -12 | 9
45 | COc1ccccc1N(C)S(=O)(=O)c1ccc(C(=O)Nc2nc(C)c(C(C)=O)s2)cc1 | 2 | 2 | 1 | -6 | -15 | -11 | 4 | -3 | 15 | 2
46 | O=S(=O)(Nc1cc(Cl)ccn1)c1ccc(Cl)cc1 | -2 | -1 | 0 | -2 | 3 | -1 | 5 | 2 | 6 | 4
47 | CN1CCN(CCN2CCn3c2nc2ccccc23)CC1 | -1 | -3 | 4 | 1 | 2 | 9 | 1 | 0 | -2 | -12
48 | CCOC(=O)/C(C#N)=C/Nc1ccccc1NS(=O)(=O)c1ccc(C)c(C)c1 | -16 | -3 | -5 | 3 | 1 | 0 | 9 | -2 | 9 | -3
49 | CS(=O)(=O)Nc1cccc(C2=NN(C(=O)CCC(=O)O)C(c3cccs3)C2)c1 (centres undefined) | -4 | -4 | 0 | 2 | -5 | 2 | 2 | 6 | 7 | -3
50 | CC1Cc2ccccc2N1C(=O)CSc1nccc(=O)[nH]1 (centres undefined) | -5 | -1 | 3 | 1 | -1 | 3 | 5 | 1 | 0 | -4
51 | Cc1cc(C)cc(NC(=O)CCC(=O)Nc2nnc(C(F)(F)F)s2)c1 | 3 | 2 | 1 | -1 | 1 | 7 | 2 | 3 | 4 | 5

Part of the list above in order of molecular weight, lowest first.
nr | Structure | mABHD4 FP | PRMT1 inh | MBD2 inh | LEDGF integ inh | SIAE inh | HTRA1 inh | TDP2 absorb | GC-B act | rCAG binder | TCR CD3 inh
42 | COc1ccc(CNc2ncnc3sccc23)cc1 | 6 | 1 | 1 | -2 | 0 | -1 | -1 | 4 | 1 | 0
43 | CCCCc1cc(=O)oc2c(C)c(OCc3nn[nH]n3)ccc12 | 6 | -1 | -3 | -2 | -5 | 0 | 13 | -3 | 13 | 0
38 | COC(=O)[C@@H]1OC(=O)[C@H]2O[C@@]23[C@@]1(C)CC[C@@H]1[C@@]2(C)C=CC(=O)OC(C)(C)[C@@H]2CC(=O)[C@]13C | 8 | -1 | 1 | -1 | -4 | -2 | -8 | 4 | -4 | 8
